Pf Dd2 inh = P. falciparum Dd2 growth inhibition | SYBR Green, 72 h; hits give low values | activity change, % at 10 µM | AID 1159554 | 2.3% of 94,000 active; in the data active = activity change below about -80%
GASC1 inh = blocks human GASC-1 (KDM4C) demethylase activity; Q9H3R0; GST-KDM4C 2-372, H3K9me3 peptide, LANCE TR-FRET; inhibition, % at 12.5 µM; 0.15% of 96,000 active; AID 720574;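 active = mean replicate inhibition above about 25%, with at least 55% of replicates also reaching it, limit read from the data, passing the limit was not always enough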
Target sequence (Q9H3R0 2-372 limits assumed): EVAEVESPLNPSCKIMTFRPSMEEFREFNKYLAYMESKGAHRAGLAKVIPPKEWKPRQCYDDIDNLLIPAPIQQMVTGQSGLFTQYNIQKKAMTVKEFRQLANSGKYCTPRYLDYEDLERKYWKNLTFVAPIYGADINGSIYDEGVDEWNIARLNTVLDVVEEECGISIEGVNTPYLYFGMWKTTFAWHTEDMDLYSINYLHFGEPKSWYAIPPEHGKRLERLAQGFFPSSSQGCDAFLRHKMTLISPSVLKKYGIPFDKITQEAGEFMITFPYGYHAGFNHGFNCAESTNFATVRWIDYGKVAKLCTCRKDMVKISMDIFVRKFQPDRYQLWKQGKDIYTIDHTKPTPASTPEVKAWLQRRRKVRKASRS
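System: N-terminal GST-fused human GASC-1 (KDM4C) fragment, residues 2-372; amount: enzyme final amount 10 nM; incubation: reaction 30 min RT, detection step 1 h RT; medium: HEPES buffer, pH 7.5, plus ascorbate; technique: LANCE TR-FRET, Eu antibody, ULight-streptavidin, EDTA, ex 340 nm, em 618/671 nm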
Tcruzi prolif = inhibitors of T. cruzi proliferation; T. cruzi beta-gal in NIH3T3, GalScreen luminescence, 90 h; inhibition, % at 8.34 µM; 5.9% of 77,000 active; AID 624255;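 active = mean inhibition above about 93%, with at least 55% of replicates each passing it, limit read from the data, passing the limit was not always enough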
C diff HTS = inhibitors of Clostridium difficile growth; Clostridium difficile clinical isolate growth, OD600, 24 h; hits give low values; growth activity, negative = inhibition, % at 16 µg/mL (by protocol); 0.25% of 86,000 active;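 active = mean growth activity at or below -80% and every replicate also at or below -80%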;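 note: 0% = DMSO wells and -100% = levofloxacin 16 µg/mL wells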
Active calls of the source: *; / = not tested or not shown; & = joins results of further samples.

canonical_smiles | Pf Dd2 inh | GASC1 inh | Tcruzi prolif | C diff HTS
COc1ccc(CN(C)C[C@H]2OCCCC[C@H](C)Oc3ccc(NC(=O)Nc4c(C)noc4C)cc3C(=O)N([C@@H](C)CO)C[C@@H]2C)cc1 | -22 | -0.1 | 21 | -2
C[C@@H]1CN([C@H](C)CO)C(=O)c2cccc(NC(=O)C3CC3)c2O[C@H]1CN(C)CC1CC1 | -15 | 1.1 | / | 2
CS(=O)(=O)Nc1ccc2c(c1)[C@H]1C[C@H](CC(=O)NCc3cc(F)ccc3F)O[C@H](CO)[C@H]1O2 | -2 | 0.4 | 18 | -4
C[C@@H]1CN([C@@H](C)CO)C(=O)c2cccc(NC(=O)Nc3ccc(C(F)(F)F)cc3)c2O[C@H]1CN(C)C(=O)Nc1ccc2c(c1)OCO2 | -10 | 0.1 | 36 | 35
COc1ccc(NC(=O)N(C)C[C@H]2Oc3ccc(NC(=O)Cc4ccccc4)cc3CC(=O)N([C@H](C)CO)C[C@H]2C)cc1 | 4 | 0.0 | 12 | 6
COc1ccc(S(=O)(=O)N(C)C[C@@H]2Oc3c(NS(=O)(=O)c4ccccc4)cccc3C(=O)N([C@@H](C)CO)C[C@@H]2C)cc1 | -2 | -1.1 | -7 | -7
CCNC(=O)[C@H]1[C@H](CO)[C@H]2Cn3c(ccc(-c4ccccc4F)c3=O)[C@H]2N1CC1CC1 | 1 | 2.3 | 6 | -3
COc1ccc(NC(=O)Nc2ccc3c(c2)CC(=O)N([C@@H](C)CO)C[C@H](C)[C@@H](CN(C)S(=O)(=O)c2ccc(OC)cc2)O3)cc1 | 18 | 0.4 | 32 | -11
C[C@@H]1CN([C@H](C)CO)C(=O)Cc2cc(NC(=O)Cn3cnnn3)ccc2O[C@@H]1CN(C)Cc1ccc(C(=O)O)cc1 | 16 | -0.5 | 7 | -4
O=C(NC1CCCCC1)N[C@@H]1CC[C@@H](CCNS(=O)(=O)c2ccc(F)cc2)O[C@@H]1CO | 16 | 0.5 | -35 | -1
COc1ccc(CN(C)C[C@H]2OCCCC[C@H](C)Oc3ccc(NS(=O)(=O)c4ccccc4)cc3C(=O)N([C@@H](C)CO)C[C@H]2C)cc1 | -69 | -1.3 | 103* | -2
CC(C)CC#Cc1ccc([C@@H]2[C@@H](CO)N3C(=O)CN(S(=O)(=O)c4ccccc4)C[C@H]23)cc1 | -7 | -1.7 | / | 19
CCC(=O)N(C)C[C@H]1Oc2cc(-c3ccc(OC)cc3)ccc2S(=O)(=O)N([C@H](C)CO)C[C@@H]1C | -36 | 0.1 | / | 2
CN(C)C(=O)c1ccc(-c2ccc([C@H]3[C@@H](C#N)N(C(=O)C4CCCC4)[C@H]3CO)cc2)cc1 | -16 | -1.1 | 73 | 5
CN1CCCCN2[C@H](C1)[C@@H](c1ccc(-c3ccc(F)cc3)cc1)[C@@H]2CO | 53 | -0.6 | 41 | 1
CCC(=O)N1[C@H](CO)[C@H](c2ccc(C3=CCCC3)cc2)[C@H]1CNC1CCCC1 | -78 | 0.3 | / | -3
CC(C)NC(=O)N1CCCCN2[C@H](C1)[C@@H](c1ccc(Br)cc1)[C@@H]2CO | 36 | -0.8 | 47 | -7
O=C(C[C@@H]1C[C@@H]2c3cc(NC(=O)CC4CC4)ccc3O[C@@H]2[C@H](CO)O1)NCc1ccc(Cl)cc1 | -11 | -1.1 | 35 | /
COCC(=O)N1[C@@H](CO)[C@H](c2ccccc2)[C@@H]1CNC(=O)c1ccccn1 | 20 | -2.1 | 62 | -6
O=C(C[C@H]1C=C[C@H](NC(=O)C2CCOCC2)[C@H](CO)O1)Nc1ccc(-c2ccccc2)cc1 | 6 | 0.3 | 17 | /
CCN1[C@@H]2c3ccc(-c4ccc(F)cc4)c(=O)n3C[C@@H]2[C@@H](CO)[C@@H]1C(=O)OC | 23 | 3.5 | -7 | -3
CO[C@@H]1CN(C)C(=O)c2cc(NC(=O)c3cccc(F)c3)ccc2OC[C@H](C)N(C)C[C@H]1C | -6 | 0.6 | -52 | /
C[C@H]1CN([C@@H](C)CO)C(=O)CCCn2nncc2CO[C@H]1CN(C)C(=O)c1ccc(N2CCN(C)CC2)cc1 | 5&-42 | 1.2 | 1&20 | 2&0
O=C(C[C@H]1C[C@@H]2c3cc(NC(=O)C4CCOCC4)ccc3O[C@@H]2[C@H](CO)O1)NC1CCCC1 | 10 | 16 | -14 | /
C[C@H]1CCCCO[C@@H](CN(C)S(=O)(=O)c2ccccc2)[C@@H](C)CN([C@@H](C)CO)C(=O)c2cc(NC(=O)Nc3ccc(C(F)(F)F)cc3)ccc2O1 | -83* | -0.4 | 100* | -7

Quoted at random: 6 records from the list
canonical_smiles | Pf Dd2 inh | GASC1 inh | Tcruzi prolif | C diff HTS
CN1CCCCN2[C@H](C1)[C@@H](c1ccc(-c3ccc(F)cc3)cc1)[C@@H]2CO | 53 | -0.6 | 41 | 1
C[C@@H]1CN([C@@H](C)CO)C(=O)c2cccc(NC(=O)Nc3ccc(C(F)(F)F)cc3)c2O[C@H]1CN(C)C(=O)Nc1ccc2c(c1)OCO2 | -10 | 0.1 | 36 | 35
COc1ccc(NC(=O)N(C)C[C@H]2Oc3ccc(NC(=O)Cc4ccccc4)cc3CC(=O)N([C@H](C)CO)C[C@H]2C)cc1 | 4 | 0.0 | 12 | 6
C[C@@H]1CN([C@H](C)CO)C(=O)Cc2cc(NC(=O)Cn3cnnn3)ccc2O[C@@H]1CN(C)Cc1ccc(C(=O)O)cc1 | 16 | -0.5 | 7 | -4
C[C@H]1CCCCO[C@@H](CN(C)S(=O)(=O)c2ccccc2)[C@@H](C)CN([C@@H](C)CO)C(=O)c2cc(NC(=O)Nc3ccc(C(F)(F)F)cc3)ccc2O1 | -83* | -0.4 | 100* | -7
CC(C)NC(=O)N1CCCCN2[C@H](C1)[C@@H](c1ccc(Br)cc1)[C@@H]2CO | 36 | -0.8 | 47 | -7

Additional compounds follow.
canonical_smiles | Pf Dd2 inh | GASC1 inh | Tcruzi prolif | C diff HTS
C[C@H](CO)N1C[C@H](C)[C@H](CN(C)Cc2ccc(C(=O)Nc3ccccc3N)cc2)Oc2c(NS(=O)(=O)c3ccccc3)cccc2C1=O | -86* | -0.8 | / | -4
C[C@@H]1CN([C@H](C)CO)C(=O)c2cc(Br)cnc2O[C@@H]1CN(C)C(=O)C1CCC1 | 40 | 1.7 | -37 | /
C[C@@H]1CCCCO[C@@H](CN(C)CC2CC2)[C@@H](C)CN([C@H](C)CO)C(=O)c2cc(NC(=O)CCCCCC(=O)Nc3ccccc3N)ccc2O1 | -78 | -0.4 | / | -2
Cc1noc(C)c1S(=O)(=O)Nc1ccc2c(c1)CC(=O)N([C@@H](C)CO)C[C@@H](C)[C@@H](CN(C)Cc1ccc(C(F)(F)F)cc1)O2 | 20 | 0.4 | 81 | 13
COc1cccc(C#Cc2ccc([C@@H]3[C@@H](CO)N(C(=O)C4CCCCC4)[C@H]3C#N)cc2)c1 | -78 | -2.6 | 88 | 1
COc1cccc(-c2cnc3c(c2)C(=O)N([C@H](C)CO)C[C@H](C)[C@H](CN(C)Cc2ccncc2)O3)c1 | 9&27 | -1.0 | 8&47 | 3&-1
Cc1ccc(S(=O)(=O)N(C)C[C@@H]2Oc3c(NS(=O)(=O)c4ccc(Cl)cc4)cccc3C(=O)N([C@@H](C)CO)C[C@H]2C)cc1 | 30 | -0.5 | 18 | -12
C[C@H](CO)N1C[C@H](C)[C@@H](CN(C)C(=O)C2CCCCC2)Oc2ncc(-c3cccnc3)cc2C1=O | 12 | -1.5 | -21 | -3
CCCNC(=O)Nc1ccc2c(c1)C(=O)N(C)C[C@H](OC)[C@H](C)CN(Cc1ccncc1)[C@@H](C)CO2 | -10 | 1.4 | -15 | 1
COc1ccc(NC(=O)N(C)C[C@H]2OCCCC[C@@H](C)Oc3ccc(NS(=O)(=O)c4ccccc4)cc3C(=O)N([C@@H](C)CO)C[C@@H]2C)cc1 | -67 | 0.3 | 79 | 0
CC(C)C(=O)Nc1ccc2c(c1)C(=O)N(C)[C@@H]1CC[C@@H](CC(=O)N[C@H](C)c3ccccc3)O[C@@H]1CO2 | 13 | -1.9 | -2 | -6
Cc1ccc(-c2ccc3c(c2)O[C@H](CN(C)Cc2ccc(C(=O)O)cc2)[C@H](C)CN([C@@H](C)CO)S3(=O)=O)cc1 | -22 | 1.8 | 40 | -7
C[C@@H]1CN([C@@H](C)CO)S(=O)(=O)c2ccc(C#Cc3ccncc3)cc2O[C@@H]1CN(C)C(=O)C1CCOCC1 | 3 | 0.5 | / | 5
Cc1noc(C)c1NC(=O)Nc1ccc2c(c1)C(=O)N([C@H](C)CO)C[C@H](C)[C@H](CN(C)C)OCCCC[C@@H](C)O2 | 47 | 0.4 | 62 | -1
CN1[C@@H]2Cn3c(ccc(C4=CCCCC4)c3=O)[C@H]1[C@@H](C(=O)NCCc1ccccc1)[C@@H]2CO | -10 | -1.5 | 12 | 0
O=C(C[C@@H]1C[C@H]2c3cc(NC(=O)C4CCC4)ccc3O[C@H]2[C@H](CO)O1)NCCN1CCCCC1 | 3 | 0.2 | 6 | /
CCNC(=O)[C@H]1[C@H](CO)[C@H]2Cn3c(ccc(C4=CCCC4)c3=O)[C@H]2N1C(=O)C1CC1 | / | 1.6 | 61 | -3
Cc1noc(C)c1NC(=O)N(C)C[C@H]1Oc2ccc(NC(=O)CCCCCC(=O)Nc3ccccc3N)cc2C(=O)N([C@H](C)CO)C[C@H]1C | 10 | -0.3 | -6 | /
COc1cccc(-c2ccc3n(c2=O)C[C@@H]2[C@@H](CO)[C@H](C(=O)NC4CCC4)N[C@H]32)c1 | -3 | -2.0 | 61 | 5
CC(C)NC(=O)N(C)C[C@H]1Oc2ncc(-c3ccccc3F)cc2C(=O)N([C@@H](C)CO)C[C@H]1C | 14 | -1.3 | 18 | 5
C[C@H](CO)N1C[C@H](C)[C@H](CN(C)C)Oc2ncc(-c3ccccc3)cc2C1=O | 14&2 | 4.4 | 46&80 | -2&-1
O=C(Nc1ccc(F)cc1)Nc1ccc2c(c1)[C@H]1C[C@H](CC(=O)N3CCOCC3)O[C@@H](CO)[C@H]1O2 | -25 | 1.6 | 8 | 3
COc1ccc(NC(=O)Nc2ccc3c(c2)C(=O)N([C@H](C)CO)C[C@H](C)[C@H](CN(C)S(=O)(=O)c2ccc(OC)cc2)O3)cc1 | -6 | / | 45 | -3
C[C@@H]1CCCCO[C@H](CN(C)C(=O)Nc2ccccc2)[C@@H](C)CN([C@H](C)CO)C(=O)c2cc(NC(=O)NC3CCCCC3)ccc2O1 | -6 | 0.1 | 52 | /
COc1ccc(CN(C)C[C@@H]2Oc3ccc(NC(=O)Nc4ccc(F)cc4)cc3C(=O)N([C@@H](C)CO)C[C@H]2C)cc1 | -3 | 0.2 | / | -1&-5
COc1ccc(NC(=O)N(C)C[C@@H]2OCc3cnnn3CCCC(=O)N([C@H](C)CO)C[C@@H]2C)c(OC)c1 | 19 | 2.0 | -3 | 0
COc1ccc(NC(=O)Nc2ccc3c(c2)CC(=O)N([C@@H](C)CO)C[C@H](C)[C@H](CN(C)Cc2ccc(Cl)c(Cl)c2)O3)cc1 | 22 | -1.1 | 80 | 20
COCC(=O)Nc1ccc2c(c1)C(=O)N(C)C[C@H](OC)[C@@H](C)CN(C(=O)c1cnccn1)[C@@H](C)CO2 | 24 | 1.0 | 31 | -5
Cc1cc(C(=O)Nc2cccc3c2O[C@@H](CN(C)C(=O)Nc2ccccc2)[C@H](C)CN([C@@H](C)CO)C3=O)n(C)n1 | 1 | 0.6 | 28 | 1
C[C@@H]1CN([C@H](C)CO)C(=O)c2cc(C3=CCCCC3)cnc2O[C@@H]1CN(C)Cc1ccccc1F | -3 | -1.4 | -144 | 7
CN1CCN(C(=O)C[C@@H]2C[C@@H]3c4cc(NC(=O)NC5CCCCC5)ccc4O[C@@H]3[C@H](CO)O2)CC1 | 20 | -0.3 | 38 | /
CCC(=O)Nc1ccc2c(c1)C(=O)N(C)C[C@@H](OC)[C@@H](C)CN(C(=O)Cc1ccccn1)[C@@H](C)CO2 | -13 | -0.2 | 39 | /
CCNC(=O)C[C@H]1CC[C@@H]2[C@@H](COc3ccc(NC(=O)Nc4cccc(Cl)c4)cc3C(=O)N2C)O1 | -7 | -2.4 | 8 | 2
CC(C)NC(=O)N(C)C[C@@H]1Oc2ccc(NC(=O)CCCCCC(=O)Nc3ccccc3N)cc2CC(=O)N([C@H](C)CO)C[C@H]1C | 21 | 1.4 | -15 | -5
C/C=C/c1ccc([C@H]2[C@@H](CO)N3C(=O)CN(Cc4ccccc4)C[C@@H]23)cc1 | 16 | -1.0 | / | 5
C[C@@H]1CN([C@H](C)CO)C(=O)c2cc(-c3ccc(C#N)cc3)cnc2O[C@H]1CN(C)C(=O)Nc1ccc(C(F)(F)F)cc1 | -94* | -5.7 | / | /
C[C@@H]1CCCCO[C@@H](CN(C)S(C)(=O)=O)[C@H](C)CN([C@H](C)CO)C(=O)c2cc(NC(=O)NC3CCCCC3)ccc2O1 | 5 | 0.8 | 7 | -3
COc1ccc(S(=O)(=O)Nc2ccc3c(c2)C(=O)N([C@H](C)CO)C[C@H](C)[C@@H](CN(C)C(=O)NC(C)C)OCCCC[C@@H](C)O3)cc1 | / | -3.6 | -13 | -2
C[C@H](CO)N1C[C@H](C)[C@H](CN(C)Cc2ccncc2)Oc2ncc(-c3cccc(C(F)(F)F)c3)cc2C1=O | 4 | 2.1 | 43 | 8
C[C@H](CO)N1C[C@H](C)[C@@H](CN(C)Cc2ccc(Oc3ccccc3)cc2)Oc2ccc(NC(=O)c3ccncc3)cc2CC1=O | -21 | -0.8 | 97* | 1
